Screens as filed in PubChem.
tim10-1 inh = growth inhibitors of tim10-1 mutant yeast, primary screen, luminescence, uHTS; S. cerevisiae tim10-1 ts strain growth, BacTiter-Glo, 24 h; inhibition, % at 20 µM; 330,000 tested, 2.2% active; AID 463190, 2010;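 active = inhibition of at least 40%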;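 also: mutant grown at 25 °C; 0% = DMSO wells with yeast and 100% = wells holding no yeast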
TIM10 inh = growth inhibitors of isogenic TIM10 control yeast, primary screen, counter-screen for tim10-1 yeast inhibitor project, luminescence, uHTS; inhibition, % at 10 µM; S. cerevisiae TIM10 strain growth, BacTiter-Glo luminescence, 24 h; AID 463195, 2010; 330,000 tested, 1.4% active;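 active = inhibition of 40% or more at the single tested concentration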;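 also: wild-type TIM10 isogenic control strain grown at permissive 25 °C; 0% = DMSO yeast wells and 100% = minimal medium wells without yeast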
APJ agonist = agonists of human apelin receptor APJ, primary screen, CHO-K1 cells, PathHunter beta-arrestin, luminescence. 0% DMSO wells, 100% apelin. P35414. activation, % at 20 µM. 330,000 tested, 0.11% active;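 active = activation more than six SD over the plate average, tested at 20 µM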;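 also: 0% = DMSO alone and 100% = apelin-13 at 10 nM; some results filed as inactive read as strong as hits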
Target sequence (P35414 whole entry, looked up): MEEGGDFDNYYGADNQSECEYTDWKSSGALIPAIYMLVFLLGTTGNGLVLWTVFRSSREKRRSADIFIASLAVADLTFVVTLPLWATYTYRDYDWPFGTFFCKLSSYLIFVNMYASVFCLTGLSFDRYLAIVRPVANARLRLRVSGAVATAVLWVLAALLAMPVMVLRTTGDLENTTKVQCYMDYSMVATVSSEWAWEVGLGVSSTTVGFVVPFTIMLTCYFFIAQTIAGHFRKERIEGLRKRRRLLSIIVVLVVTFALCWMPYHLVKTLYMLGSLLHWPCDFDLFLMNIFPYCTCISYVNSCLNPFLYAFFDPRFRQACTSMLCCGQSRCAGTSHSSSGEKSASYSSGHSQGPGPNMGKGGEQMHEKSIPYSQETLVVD
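Material: engineered CHO-K1 APJ arrestin reporter cells; amount: 1000 CHO-K1 reporter cells seeded per well; incubation: compound stimulation 90 min at 25 °C, detection 60 min; signal: luminescent beta-gal fragment complementation, chemiluminescent substrate; read-out basis: APJ agonist activity; controls: DMSO-only wells as negative, 10 nM Apelin-13 as positive control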
CXCR6 inh = CXCR6 receptor inhibitors, primary screen, cell-based, beta-arrestin, luminescence, CHO-K1 PathHunter, 1536-well; inhibition, % at 20 µM; 360,000 tested, 0.36% active; AID 602244, 2012; C-X-C chemokine receptor type 6 (Homo sapiens), O00574; in the data active = inhibition above about 34%, passing the limit was not always enough;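 also: antagonist mode with CXCL16 agonist at 10 nM final; 0% = 10 nM CXCL16 with DMSO and 100% = unstimulated wells without agonist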
Target sequence (O00574 whole entry, looked up): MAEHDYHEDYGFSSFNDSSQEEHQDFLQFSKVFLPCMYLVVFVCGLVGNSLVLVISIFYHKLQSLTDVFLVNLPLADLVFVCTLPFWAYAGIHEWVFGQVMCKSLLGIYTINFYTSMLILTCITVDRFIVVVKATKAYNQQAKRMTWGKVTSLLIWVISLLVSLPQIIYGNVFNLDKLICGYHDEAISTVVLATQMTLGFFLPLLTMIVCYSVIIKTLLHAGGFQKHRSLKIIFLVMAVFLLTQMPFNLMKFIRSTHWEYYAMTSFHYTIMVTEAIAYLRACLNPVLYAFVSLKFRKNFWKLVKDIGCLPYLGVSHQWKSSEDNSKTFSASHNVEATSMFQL
APJ antag = antagonists of human apelin receptor APJ, primary screen, CHO-K1 cells, beta-arrestin complementation, luminescence; P35414; inhibition, % at 20 µM; 330,000 tested, 0.32% active; AID 2521, 2010;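 active = inhibition above about 40% at 20 µM, limit read from the data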;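 also: cells challenged with 10 nM apelin-13 agonist together with compound; plate controls were apelin-13 plus DMSO wells for no effect and DMSO wells lacking apelin-13 for full effect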
UPR XBP1 act = activators of adaptive XBP1 UPR arm, primary screen, cell-based, CHO-XBP1 luciferase reporter, luminescence, uHTS; IRE1-XBP1 UPR activation; percent of tunicamycin response, DMSO as zero; activation, % at 20 µM; 330,000 tested, 0.33% active;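 active = versus positive control, 20 µM dose yields 30% or more activation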;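 also: 100% = tunicamycin at 10 µg/mL and 0% = DMSO only wells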
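assay system = CHO-XBP1 luciferase reporter cells | amount = 1000 cells/well | buffer or medium = F12 plus 10% FBS | compound dosing = single point, 20 µM final compound, 1% DMSO | incubation = 16-18 h cell attachment at 37 °C, then 6 h compound exposure | detection = Steady-Glo luminescence read | controls = tunicamycin 10 µg/mL and vehicle-only wells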
CHOP UPR activ = activators of apoptotic CHOP UPR arm, primary screen, cell-based, CHO-CHOP luciferase reporter, luminescence, uHTS. UPR activation; percent of tunicamycin response over DMSO baseline. 330,000 tested, 0.34% active. activation, % at 10 µM. AID 449763, 2010;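 active = at 10 µM dose, activation of 40% or more, normalized to positive control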;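 also: 100% = tunicamycin at 10 µg/mL and 0% = DMSO alone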
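System: CHO-CHOP luciferase reporter cell line | Buffer or medium: F12 medium containing 10% fetal bovine serum | Doses: One dose, 10 µM in 0.5% DMSO | Times: 6 h compound exposure at 37 °C after overnight seeding | Signal: Luciferase luminescence | Read-out: % activation vs tunicamycin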
Mdm2 MdmX PPI = inhibitors of human Mdm2-MdmX association, primary screen, cell-based, luminescence, split luciferase, SaOS-2, uHTS. SaOS-2 split-luciferase Mdm2/MdmX complementation. inhibition, % at 8 µM. 330,000 tested, 3% active. AID 485346, 2010;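 active = inhibition of at least 50% at 8 µM in the primary screen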
tim23-1 inh = growth inhibitors of tim23-1 mutant yeast, primary screen, luminescence, uHTS; S. cerevisiae tim23-1 growth, BacTiter-Glo luminescence, 24 h; inhibition, % at 20 µM; 330,000 tested, 1.3% active;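 active = growth inhibition of the mutant yeast at or above 50%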;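 also: temperature-sensitive mutant grown at 25 °C; plate controls were DMSO-treated mutant yeast for no effect and medium wells lacking yeast for full effect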
* = called active by the depositor. A portion of the library, so the mix of outcomes need not match the whole.

SMILES,tim10-1 inh,TIM10 inh,APJ agonist,CXCR6 inh,APJ antag,UPR XBP1 act,CHOP UPR activ,Mdm2 MdmX PPI,tim23-1 inh
Cc1ccc(NC(=O)CN(C)C(=O)CNC(=O)c2ccc3c(c2)OCO3)cc1,10,2,-3,-1,13,3,0.6,-8,-9
Cc1ccc(N2C(N)=C(C#N)C(c3cccs3)C3=C2CC(C)(C)CC3=O)cc1 (stereo not drawn),39,11,3,-2,-3,-1,-1.1,21,18
COc1ccc(OCC(=O)N2CCN(C(=O)COc3ccc(Br)cc3)CC2)cc1,12,5,0,4,0,0,3.2,-14,17
COCCNC(=O)[C@@H]1CCCN1C(=O)C1CCN(S(=O)(=O)c2ccc(C)cc2)CC1,21,11,-1,-1,22,-2,0.0,9,9
CCOc1ccc(C(Nc2ccc(C)cc2)P2(=O)OCCC(C)O2)cc1 (stereo not drawn),15,14,-2,1,7,2,2.2,1,11
COC(=O)c1ccc(C2C(C(C)=O)=C(C)Nc3ncnn32)cc1 (stereo not drawn),-4,-11,-1,-8,16,-1,-0.4,-6,1
Clc1c(CSc2nc3ccccc3o2)nc2sccn12,27,36,0,4,10,5,6.8,-94,36
Cc1ccccc1S(=O)c1ccccc1C(=O)O (stereo not drawn),10,15,-4,3,-29,0,-0.4,-1,18
Cc1nc2ccc(C(=O)OCc3nnc(-c4ccc(Br)cc4)o3)cc2nc1C,-12,1,-5,11,15,-3,2.4,-9,-12
Cc1ccc(SCCNC(=O)C(CO)(CO)CO)cc1,-4,4,1,-6,1,-3,-0.6,-9,4
Cc1ccsc1/C=N/NC(=O)CNC(=O)c1cccc([N+](=O)[O-])c1C,-17,-15,-2,4,-3,0,0.2,9,-11
CC(C)(C)c1ccc(-n2ncc3c2CCCC3NC(=O)CN2CCOC2=O)cc1 (stereo not drawn),-26,0,-1,-8,6,-4,0.1,24,-16
CCOC(=O)c1ccc(NC(=O)CSCCC(=O)O)cc1,4,-9,-2,-4,0,-3,0.2,10,-3
CN(C)c1cccc(C(=O)NNC(=O)CSc2ccccc2)c1,10,14,0,-6,11,-5,0.5,8,4
COC1(OC)N=C(NC(=O)Nc2ccccc2)C2(C#N)C(c3ccccc3)C12C#N (stereo not drawn),-4,-4,-4,-13,21,1,0.8,6,11
Cc1[nH]c(=O)[nH]c(=O)c1S(=O)(=O)Nc1ccc(F)c([N+](=O)[O-])c1,10,7,-3,-1,27,-4,0.7,18,-11
Cc1cccc(OCCOCCN2CCNCC2)c1C,11,7,-3,-10,-13,-2,4.1,7,7
CCn1nc(C)cc1Nc1ccccc1,16,3,-2,-3,-10,1,1.0,5,9
CC(C(=O)OCC(=O)c1ccc(Br)cc1)N1C(=O)C2C3C=CC(C3)C2C1=O (stereo not drawn),-19,7,-4,21,-3,-2,0.3,27,11
O=C(CCCc1nc(-c2ccccc2Cl)no1)NC1CCCCC1,15,9,-7,7,-1,-3,-0.6,4,22
O=C(Nc1nccs1)C1CCCN(S(=O)(=O)c2cccnc2)C1 (stereo not drawn),7,-2,-2,6,-43,-1,-0.3,-25,5
Cc1cc(NC(=O)CCCn2cnc([N+](=O)[O-])n2)no1,-12,-3,-2,0,-21,-3,-1.6,-10,-6
CCCCN(CC)CCNC(=O)Cn1cnc2sc(C)c(S(=O)(=O)N3CCOCC3)c2c1=O,1,-9,-3,2,15,1,-0.1,-9,-8
O=C(COC(=O)CC1CC2CCC1C2)Nc1ccccc1[N+](=O)[O-] (stereo not drawn),-40,-11,-7,-11,2,-2,0.8,10,45

Overlap with the part before: two compounds; new compounds follow.
SMILES,tim10-1 inh,TIM10 inh,APJ agonist,CXCR6 inh,APJ antag,UPR XBP1 act,CHOP UPR activ,Mdm2 MdmX PPI,tim23-1 inh
CCCCN(CC)CCNC(=O)Cn1cnc2sc(C)c(S(=O)(=O)N3CCOCC3)c2c1=O,1,-9,-3,2,15,1,-0.1,-9,-8
O=C(COC(=O)CC1CC2CCC1C2)Nc1ccccc1[N+](=O)[O-] (stereo not drawn),-40,-11,-7,-11,2,-2,0.8,10,45
O=S(=O)(c1ccc(SCCOc2ccc(Cl)cc2)nc1)N1CCCC1,23,15,-2,-5,6,-1,-0.3,7,42
COc1ccccc1-c1sc2ccccc2c1-c1ccc(C(C)=O)cc1,9,-3,-5,4,2,4,2.0,8,-6
CCC(C)n1ncn(-c2ccc(N3CCN(c4ccc(OC)cc4)CC3)cc2)c1=O (stereo not drawn),17,5,1,-12,0,0,0.1,21,7
Cc1nc(C)n(C(C)CNC(=O)c2ccco2)n1 (stereo not drawn),-14,3,-3,4,11,-9,0.4,6,-1
COc1cc(N/N=C(\C)c2ccc(O)c(C)c2)nc(-c2ccccc2)n1,11,-2,-3,-21,-12,6,0.3,87*,29
O=C(Nc1nc2c(F)cccc2s1)C1CC1,32,14,-5,6,6,-1,3.1,6,27
Nc1ncc(-c2ccc([N+](=O)[O-])cc2)cn1,3,0,-3,-3,9,2,1.6,4,7
CC(=O)Nc1ccc(NC(=O)c2ccc(NS(=O)(=O)c3cc(C(C)(C)C)cc(C)c3C)cc2)cc1,-1,2,-2,2,0,-2,1.0,-14,-11
FC(F)(F)c1ccc(/C=N/N2CCN(Cc3cccc4ccccc34)CC2)cc1,-2,-19,-1,3,-1,1,3.1,0,-22
CC(=O)Oc1oc(-c2ccccc2)nc1C=Nc1ccccc1,53*,41*,-1,19,21,4,-0.2,-3,77*
CC(=O)c1sc(N/N=C\c2ccc(N(C)C)cc2)nc1C,-25,-9,4,9,5,5,3.4,-79,-2
COC(=O)c1cccc(NC(=O)/C(=C\c2ccccc2)NC(=O)c2ccccc2Cl)c1,0,6,4,2,9,-1,0.2,18,-17
CCCNS(=O)(=O)c1ccc(OCC(=O)NCc2ccc3c(c2)OCO3)cc1,9,-3,-4,8,4,-1,-0.9,-30,7
COC(=O)Cc1c(C)c2ccc(OC3CCCCC3=O)c(C)c2oc1=O (stereo not drawn),8,17,-1,-12,14,3,4.0,-21,15
CC1CCCC(C)N1C(=O)COC(=O)c1ccc2c(c1)OCO2 (stereo not drawn),9,-12,-1,6,-11,6,2.3,-9,15
Cn1cc(Cl)c(C(=O)NNC(=S)NC2CCCCC2)n1,24,-13,1,10,26,-1,2.4,13,14
CCCCC(CCC(=O)Nc1nccs1)C(=O)O (stereo not drawn),-11,-7,-1,0,-5,-2,0.1,3,7
C/C(=N\NC(=O)CCC(=O)NCc1ccccc1)c1ccco1,-8,6,-4,-3,6,-3,-0.7,-9,-3
Cc1ccccc1C(=O)NC1CCN(CC(=O)Nc2ccc3c(c2)OCO3)CC1,-4,-8,-3,6,-6,1,1.5,4,-5
O=C(Cn1cnc2ccccc21)Nc1cccc(S(=O)(=O)N2CCCC2)c1,5,15,2,4,-36,15,-3.4,-12,21
C/C(=N\NC(=O)C1CC1(c1ccccc1)c1ccccc1)c1cccc([N+](=O)[O-])c1 (stereo not drawn),9,-6,1,7,9,-3,0.1,1,-2
COc1ccc(N2CCN(S(=O)(=O)CC34CCC(CC3=O)C4(C)C)CC2)cc1 (stereo not drawn),22,9,4,3,-6,-9,1.2,-4,15
CC(Nc1cc(=O)n(C)c(=O)n1C)c1ccccc1 (stereo not drawn),3,9,2,3,1,0,1.3,4,52*
O=C(O)CCN(Cc1ccccc1)S(=O)(=O)c1c(Cl)cccc1Cl,11,-36,-7,-5,3,-3,0.1,10,7
C#CC(C)(CC)NC(=O)Cn1nnc(-c2ccc(S(C)(=O)=O)cc2)n1 (stereo not drawn),-5,2,0,-4,-1,-2,-0.6,16,-2
COc1ccc(-n2nc3c(N)n[nH]c3cc2=O)cc1,6,6,-1,-11,-10,-1,-1.1,-13,11
COc1ccc(CCNC(=O)C/C(C)=N/NC(=O)c2ccc([N+](=O)[O-])cc2Cl)cc1OC,-2,5,2,-12,-13,-5,1.7,-17,10
NC(=O)c1ccc(NC(=O)COC(=O)C2CC3C=CC2C3)cc1 (stereo not drawn),-8,-7,1,4,1,2,0.0,-4,-8
CCCc1cc(=O)[nH]c(SCC(=O)N2N=C(c3ccc(Cl)cc3)CC2c2ccco2)n1 (stereo not drawn),27,15,-2,-10,17,-2,-1.9,0,14
CCOC(=O)c1c(C)n(C)c2cc(-c3ccc(F)cc3)c(O)cc12,6,-7,-1,-4,-20,-1,1.2,3,-2
CS(=O)(=O)N(CC(=O)N1CCC(C(N)=O)CC1)c1ccc(Cl)c(C(F)(F)F)c1,5,3,-4,-5,-25,-2,-1.4,15,26
N=C1CCCN1CC(=O)c1cccs1,2,9,-3,3,4,0,-1.3,5,4
CCOC(=O)c1cc(-c2csc(-c3ccc(C(C)(C)C)cc3)n2)on1,7,4,2,-5,11,0,0.5,33,6
